Shiga toxin inh = A qHTS for Small Molecule Inhibitors of Shiga Toxin; actives 9.2% (n = 290,000); Vero cells, Shiga toxin protein synthesis inhibition reporter; AID 2315, 2010; inhibition, % at 38.7 µM; in the data active = inhibition mostly above about 28%, no sharp cut-off; inactive = mostly below about 43%; also: 0% is about no effect
FBPA Giardia inh = qHTS Assay for Inhibitors of Fructose-1,6-bisphosphate Aldolase from Giardia Lamblia. A8B2U2. purified Giardia FBPA. Potency, µM (series often up to 59.6 µM), inactives show top-dose activity, negative = inhibition, most hits filed as inhibitors. actives 0.71% (n = 290,000); also: potency is read from the fitted curve at half-maximal effect; % is scaled to controls: 0 for no effect and ±100 for the full control effect; nearly all actives have a fitted effect of over 55% in size
Target sequence (A8B2U2 whole entry, looked up): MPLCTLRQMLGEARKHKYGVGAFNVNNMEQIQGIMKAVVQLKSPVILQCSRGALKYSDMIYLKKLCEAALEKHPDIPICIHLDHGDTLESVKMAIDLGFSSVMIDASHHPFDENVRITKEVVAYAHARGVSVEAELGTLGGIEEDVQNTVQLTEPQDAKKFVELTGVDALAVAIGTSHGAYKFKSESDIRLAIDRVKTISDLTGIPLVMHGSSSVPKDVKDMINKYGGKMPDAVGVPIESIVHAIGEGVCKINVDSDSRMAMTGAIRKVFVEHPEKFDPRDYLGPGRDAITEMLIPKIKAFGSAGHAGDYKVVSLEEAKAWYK
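Giardia FBPA (40 nM reagent) was preincubated 10 min at RT with compound (up to 57.5 uM final), then substrate plus GAPDH/TPI/NAD/arsenate coupling system with diaphorase/resazurin was added; resorufin fluorescence (525/598 nm) was read after 20 min.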
Pf growth 96h = Primary qHTS for delayed death inhibitors of the malarial parasite plastid, 96 hour incubation. actives 6.9% (n = 320,000). AID 504834, 2011. P. falciparum luciferase reporter growth, 96 h. Potency, µM (titrated, usually from 28.7 µM), inactives show at the highest dose activity change, negative = inhibition, actives largely listed as inhibitors; also: potency is read from the fitted curve at half-maximal effect; % is scaled to controls: 0 for no effect and ±100 for the full control effect
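96 h incubation, 37 C, 5% CO2, of luciferase-reporter P. falciparum-infected RBCs (2% hematocrit, 0.05% parasitemia final) with test compounds; endpoint luminescence.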
Pf growth 48h = Primary qHTS for delayed death inhibitors of the malarial parasite plastid, 48 hour incubation; AID 504832, 2011; Potency, µM (series often up to 28.7 µM), for the others: at the top dose activity change, negative = inhibition, actives largely listed as inhibitors; actives 5.9% (n = 310,000); P. falciparum luciferase growth in erythrocytes, 48 h; also: potency is read from the fitted curve at half-maximal effect; % is scaled to controls: 0 for no effect and ±100 for the full control effect
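Parasite viability was followed by luminescence of a genomically integrated firefly luciferase. Cultures held 0.1% parasitemia at 2% hematocrit (final), incubated under 5% CO2 at 37 C.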
HCV inh = qHTS Assay for Inhibitors of Hepatitis C Virus (HCV); actives 3.4% (n = 340,000); Potency, µM (series often up to 41.8 µM), without a hit: top-dose activity change, negative = inhibition, usual class: inhibitors; Huh7.5.1 HCVcc-Cre infection, luciferase reporter, 44 h; also: potency is read from the fitted curve at half-maximal effect; % is scaled to controls: 0 for no effect and ±100 for the full control effect
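Seed cells (1,000/well) for 4 h; treat with compound and infect with HCVcc-Cre, moi about 0.5. Incubate 44 h, then detect luciferase activity.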
Cycloheximide cs = Cycloheximide Counterscreen for Small Molecule Inhibitors of Shiga Toxin | cell reporter, cycloheximide protein synthesis inhibition counterscreen | max response, % | actives 12% (n = 300,000) | AID 2314, 2010; in the data active = max response mostly above about 13%, no sharp cut-off; inactive = mostly below about 14%; also: read at 38.3 µM for the half of the compounds with a filed dose; 0% is about no effect
Starred values were filed as active, the others as inactive; i = inactive; ? = inconclusive; . = no result given; & = joins results of further samples; [ ] = dose if it differs, or a comment. Unless noted, calls follow the shape of the dose curve; as a rule, active = well fitted curve in the direction sought with a large enough effect; inconclusive = small, poorly fitted or top-dose-only effect, or another doubt; inactive = no such curve, though single readings can be large; an effect the other way counts as inactive or inconclusive. Outcome played no part in choosing rows; any-hit rate near 24%.

SMILES	Shiga toxin inh	FBPA Giardia inh	Pf growth 96h	Pf growth 48h	HCV inh	Cycloheximide cs
CC1(C)CC(=O)C(=CN2CCOCC2)C(=O)C1	-13	1%	?	27%	20%	-1
CCN(CC)[C@@H](C)CN1c2ccccc2Sc2ccccc21	.	-6%[21.7 µM]	6.4µM*	-26%[12.8 µM]	.	.
CC[C@H](C)C(=O)O[C@H]1CCC=C2C=C[C@H](C)[C@H](CC[C@@H]3C[C@@H](O)CC(=O)O3)[C@H]21	-17&-17	0%&-5%	5%	?	0.56µM*	-12&-3
COc1ccc(-c2nc(SC)n(S(=O)(=O)c3ccccc3)n2)cc1	96*	2%	.	83%[activator]	16%	28*
COc1ccc(CN(CCC(c2ccco2)C(C)C)C(C)=O)cc1OC (stereo unspecified)	-6	7%	?	?	-3%	-3
C#CCOC(=O)Nc1cc(C)n(-c2ccccc2)n1	-8	3%	-18%	0%	5%	1
COC(=O)CCn1nc(-c2ccc(Cl)cc2)c2ccccc2c1=O	6	0%	-24%	-4%	?	-4
COc1ccc(-c2cc(-c3ccccc3)n3ncnc3n2)cc1	-15	4%	0%	-15%	?	-2
CCCOc1ccc(Cl)cc1/C=C1/C(=O)ON=C1C	-1	-16%	0%	-12%	0%	2
O=C(c1ccc(S(=O)(=O)N2CCOCC2)cc1)N(c1cccc(Cl)c1)C1C=CS(=O)(=O)C1 (stereo unspecified)	23	1%	-28%	?	-14%	8
CC(C)c1nnc(NC(=O)CC(C)c2ccccc2)s1 (stereo unspecified)	18	0%	-20%	32%[activator]	5%	13
Cc1ccc(C(=O)NCC(=O)NC2CCC(C)CC2)s1 (stereo unspecified)	.	.	-21%	-7%	10%	.
CCSc1nnc(NC(=O)Cc2cccc(OC)c2)s1	-7	-5%	.	3%	?	-3
CCS(=O)(=O)N1CCN(c2ccc([N+](=O)[O-])c(NCc3cccnc3)c2)CC1	-13	?	70%[activator]	-5%	-29%	0
CCOc1cc(/C=N/NC(=O)c2cccc([N+](=O)[O-])c2)ccc1OS(=O)(=O)c1ccccc1	20	.	?	12µM*	8.9µM*	-3
COc1ccc(N2C(=O)NC3CC2(C)Oc2ccccc23)cc1 (stereo unspecified)	-7	0%	0%	0%	14%	-3
O=C(CSc1nc2ccccc2s1)NNC(=S)Nc1ccc(Cl)cc1	-15	28%	?	13%	5%	-3
CC(=O)CSc1nnc(-c2ccc(S(=O)(=O)N3CCOCC3)cc2)n1C	14	1%	?	-21%	5%	-2
COc1ccc(C)cc1NC(=O)Cn1cnnn1	-9	0%	54%[activator]	10%	11%	-4
O=C(/C=C/c1cccc(F)c1)c1ccc(N2CCOCC2)cc1	99*	0%	-8%	241%[activator]	?	50*
Cc1cc(C(=O)NNC(=O)c2cccc(C(F)(F)F)c2)no1	-12	-3%	26%	17%	12%	0
Cc1ccc(CNC(=O)c2cn(C)c3ccc(S(=O)(=O)N4CCOCC4)cc3c2=O)cc1	-13	.	?	?	14%	-9
CCOc1ccc(S(=O)(=O)Nc2ccc(C(=O)N3CCCC3)cc2)cc1	2	6%	0%	-11%	4%	-3
COC(=O)c1cn(C(=O)c2cccc(C)c2)c2ccccc12	-29	-4%	?	16%	10%	-3
O=C(Nc1ccccc1C(F)(F)F)N1CCCCCC1	35*	5%	?	34%[activator]	21%	9.6*
CC(C)C(=O)Nc1c(-c2ccccc2F)c(=O)c2ccccc2n1C	5	9%	50%[activator]	-2%	13%	-3
CCOC(=O)C1CCCN(c2ncnc3c2cnn3-c2ccc(Cl)cc2)C1 (stereo unspecified)	24	11%	?	?	?	17*
CC1CCc2c(sc(NC(=O)Cn3cnc([N+](=O)[O-])n3)c2C(N)=O)C1 (stereo unspecified)	-11	0%	28%	3%	12%	-6
C/C(=N\NC(=O)c1ccccn1)c1ccc(Cl)cc1	53*	-20%	9%	-7%	-10%	33*
CCC(=NCc1cccnc1)c1c(O)n(-c2ccccc2C)c(=O)[nH]c1=O	14	4%	?	-17%	4%	1
CCOc1ccc(N=C(NC#N)SCC)cc1	20	8%	-26%	?	-11%	10
COc1cc2c(C(=O)N3CCN(c4ccccc4C)CC3)c(C)oc2cc1Br	-14	0%	41%[activator]	-2%	11µM*	2
C=C(C)[C@@H]1CC=C(C(=O)O)CC1	-9	13%	5%	1%	-15%	-4
O=C(c1ccco1)N1CCC(N2CCN(c3ccccc3)CC2)CC1	-1	?	19%	1%	13%	1
CCN1C(=S)N[C@@H](c2cccc(C(F)(F)F)c2)C(C(=O)OC)=C1C	-10	-2%	76%[activator]	?	.	-9
COc1ccc2c(c1)cc1n2CCN=C1NCCO	13	-3%	8%	.	-3%	-2
O=C(NCCc1cccnc1)C1CCC(=O)N(Cc2ccc(Cl)cc2)C1 (stereo unspecified)	-5	6%	27%	?	11%	0
O=C(Nc1ccsn1)c1ccc(Cl)cc1Cl	47*	7%	137%[activator]	134%[activator]	-9%	41*
Cc1ccc(N(CN2CCCC2=O)C(=O)c2ccccc2)cc1	-30	0%	12%	1%	4%	-4
Cc1ccc2c(c1)N(CC(=O)OCC(=O)NCc1ccccc1)C(=O)CO2	-5	-2%	22%	8%	6%	1
CC(C)(C)NC(=O)Nc1ccc2nccnc2c1	88*	?	80%[activator]	-21%	-12%	29*
Cc1cc2cc(CNC(=O)C3CCCC3)ccc2n1C	8	-20%	-7%	7%	-11%	-3
CC1CCCC(NC(=O)CN2CCN(S(=O)(=O)c3cccs3)CC2)C1C (stereo unspecified)	.	.	-17%	?	-1%	.
O=C(OCC(=O)N1CCCC1=O)c1ncc(Cl)c(Cl)c1Cl	.	.	37%[activator]	45%[activator]	?	.
Cc1ccc(NC(=O)c2ccccc2NC(=O)Cc2ccccc2)cc1	6	-5%	80%[activator]	69%[activator]	4%	10
COC(=O)c1c(NC(=O)Cn2cc([N+](=O)[O-])cn2)sc2c1CCC2	-20	1%	-3%	3%	?	1
Cc1ccc(-n2nc3c(=O)n(CCCC(=O)NCc4cccc(Cl)c4)nc(C)c3c2C)cc1	-11	21%	?	9.3µM*	22µM*	19
CC(=O)Nc1ccc(NS(=O)(=O)c2ccc3c(c2)NC(=O)CC(=O)N3)cc1	-12	.	?	20%	37%[activator]	-3
CN(C)S(=O)(=O)c1cccc(NC(=S)Nc2ccc3cn[nH]c3c2)c1	-2	-14%	-2%	-11%	-2%	-1
NC(=O)c1cc[n+](CC(=O)c2ccc(NC(=O)c3ccccc3)cc2)cc1	8	-6%	64%[activator]	37%[activator]	4%	13

The list goes on.
SMILES	Shiga toxin inh	FBPA Giardia inh	Pf growth 96h	Pf growth 48h	HCV inh	Cycloheximide cs
O=C(NCc1ccc(F)cc1)c1cnc2n(c1=O)CCS2	-15	9%	?	.	1%	-6
CCN(CC(=O)NCc1cccs1)S(=O)(=O)c1cccc(Br)c1	.	.	-49%	?	?	.
COC(=O)c1sccc1NC(=O)CSc1cccc(Cl)c1Cl	27	-12%	9%	2%	-13%	12*
Cc1cc(C)nc(N2CCC(C(=O)Nc3ccc4c(c3)CCC4)CC2)n1	-8	1%	12µM*	16%	-14%	-1
CCOc1cccc(/C=N/NC(=O)CC2C(=O)NN=C2C)c1O (stereo unspecified)	-2	16%	8%	27%	5%	1
Cc1cccn2c(=O)nc(SCC(=O)NCc3ccco3)nc12	.	.	8%	11%	-5%[8.37 µM]	.
Brc1ccccc1-c1ccccc1	.	.	88%[activator]	43%[activator]	13%	.
O=C(c1ccc(F)cc1)N1CCC2(CC1)OCCO2	45	-2%	?	?	9%	2
Cc1ccc(NC(=O)CN(C)S(=O)(=O)c2cccc3cccnc23)cc1F	-5	.	?	?	8%	5
CSc1nc2ccc(NC(=O)c3ccco3)cc2s1	57*	-3%	?	?	-9%	35*

Given with two lines to a compound: part of the list above
Values in the order – Shiga toxin inh	FBPA Giardia inh	Pf growth 96h	Pf growth 48h	HCV inh	Cycloheximide cs
> O=C(c1ccc(F)cc1)N1CCC2(CC1)OCCO2
→ 45	-2%	?	?	9%	2
> Cc1ccc(NC(=O)CN(C)S(=O)(=O)c2cccc3cccnc23)cc1F
→ -5	.	?	?	8%	5

Further records
SMILES	Shiga toxin inh	FBPA Giardia inh	Pf growth 96h	Pf growth 48h	HCV inh	Cycloheximide cs
O=C(NC1CC1)c1ccc(-n2cccc2)cc1	39	1%	79%[activator]	i	18%	62*
COCCN(C(=O)c1snc(C(N)=O)c1N)C(C(=O)NC1CCCCC1)c1ccc(N(C)C)cc1 (stereo unspecified)	7	14%	7%	?	7%	7
COc1ccc(-n2nc(C(=O)NCC3CCCO3)c3ccccc3c2=O)cc1 (stereo unspecified)	11	5%	-28%	?	6%	0
CCN(CC)c1ccc2cc(S(=O)(=O)c3ccc(Cl)cc3)c(=O)oc2c1	-11	0%	13µM*	?	-4%[8.37 µM]	-3
Cc1ccccc1NC(=O)N1CCCC1C(=O)NCc1ccccc1 (stereo unspecified)	-8	0%	?	6%	6%	-2
CC(C)CCNC(=O)c1cccc(Cl)c1	30	-7%	.	19%	11%	19
O=c1cc(-c2ccccc2)nc(SCc2ccccc2F)[nH]1	7	-1%	2%	-4%	3%	-4
Cc1ccc(N(C(=O)CNC(=O)c2ccco2)C(C(=O)NC2CCCCC2)c2cccnc2)cc1 (stereo unspecified)	-6	-4%	?	-11%	21%	-2
O=C(CSc1nc2ccccc2c(=O)n1Cc1ccc(C(=O)NC2CC2)cc1)NCc1ccco1	-7	-3%	?	0%	?	-3
O=C(Nc1cccc(C(F)(F)F)c1)C1CCN(S(=O)(=O)c2cnc[nH]2)CC1	-9	2%	-3%	19%	16%	-6
CCOC(=O)C1CCN(C(=O)COC(=O)c2ccc(=O)n(Cc3ccccc3)n2)CC1	.	.	29%	18%	2%	.
Cc1nn(C)c(C)c1CN(Cc1nc(-c2cc(F)ccc2F)oc1C)C1CC1	-23	0%	-10%	-18%	?	1
O=C(O)c1ccc(Cl)c(S(=O)(=O)N(Cc2ccccc2)c2ccc(Cl)cc2)c1	8	16%	-13%	-9%	12%	-1
CC(=O)Nc1ccc(NC(=O)COC(=O)CCNS(=O)(=O)c2c(Cl)cccc2Cl)cc1	.	.	35%[activator]	3%	-15%	.
O=C1NC2=C(CCc3ccccc32)C(c2ccccc2)N1 (stereo unspecified)	-22	?	?	?	9%	-3
Cc1ccc2[nH]c(=O)c(-c3noc(CC(C)C)n3)cc2c1	23	4%	5.2µM*	9.3µM*	2%	3
Cc1cc(=O)oc2cc(OCC(=O)N3CCN(c4ccc(F)cc4)CC3)c(Cl)cc12	-3	.	?	-16%	-17%	-1
CCN(CC(=O)NC(=O)NCc1ccccc1)CC(=O)Nc1cc(Cl)ccc1C	.	.	?	?	?	.
CCN(CC(=O)Nc1ccccc1C(F)(F)F)C(=O)/C=C/c1ccc(Cl)c([N+](=O)[O-])c1	.	.	21%	5%	?	.
CC(C)c1ccc(S(=O)(=O)N2CCC(C(=O)NCc3ccco3)CC2)cc1	.	.	2.6µM*	3.3µM*	-1%	.
C/C(=N\NC(=O)c1cccnc1)c1ccc(Br)cc1	27	8%	15%	19%	-13%	16*
COc1cccc(NC(=O)Cn2c(=O)n(CC3CCCO3)c(=O)c3ccccc32)c1 (stereo unspecified)	-3	2%	.	8%	7%	-6
CN(C(=O)CN1CCN(c2cnn(-c3ccccc3)c(=O)c2Cl)CC1)C1CCS(=O)(=O)C1 (stereo unspecified)	.	.	?	?	-13%	.
